Assay outcomes as filed in PubChem.
Tb PYK inh – qHTS of Trypanosoma Brucei Inhibitors. pyruvate kinase (Trypanosoma brucei), Q57TT1. TbPYK enzyme, Kinase-Glo Plus ATP luminescence, 45 min. Potency, µM (titrated, usually from 76.8 µM), inactives show at the top dose activity, negative = inhibition, hits mostly inhibitors. 410,000 tested, 0.12% active. AID 624173, 2012; further: nearly all actives have a fitted effect of over 50% in size
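Readout: single end-point luminescence (Kinase-Glo Plus, 10 min). Reaction conditions were TbPYK/substrate plus 130 uM ADP, 45 min at RT, pH 7.2 TEA buffer. No-enzyme wells served as controls, and data were normalized before concentration-response fitting.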
Sm TGR block – qHTS Assay for the Inhibitors of Schistosoma Mansoni Peroxiredoxins; Schistosoma mansoni thioredoxin glutathione reductase (TGR), Q962Y6; purified TGR, DTNB reduction, TNB absorbance 405 nm; Potency, µM (series often up to 114 µM), for the others: at the highest dose activity change, negative = inhibition, actives largely listed as inhibitors; 360,000 tested, 3% active; AID 485364, 2010; further: nearly all actives have a fitted effect of over 60% in size
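TGR 20 nM + NADPH 100 uM (dispensed conc.), cpd preinc 15 min RT; start with NADPH (500 uM addition) then DTNB (15 mM addition). Kinetic TNB absorbance, 405 nm filter. Four-parameter Hill fit across titration.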
HCV inh – qHTS Assay for Inhibitors of Hepatitis C Virus (HCV). Huh7.5.1 HCVcc-Cre infection, luciferase reporter, 44 h. Potency, µM (doses to about 41.8 µM), for the others: top-dose activity change, negative = inhibition, most hits filed as inhibitors. 340,000 tested, 3.4% active. AID 651820, 2012
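After 44 h co-culture of compound, cells and HCVcc-Cre (~0.5 moi), substrate is added for 15 min at room temperature and luciferase measured over 15 sec. Cells were seeded at 1,000/well and pre-cultured 4 h.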
LmPK inh – qHTS Assay for Inhibitors of Leishmania Mexicana Pyruvate Kinase (LmPK); 290,000 tested, 0.37% active; purified LmPK, Kinase-Glo ATP luminescence, 1 h; Q27686; Potency, µM (titrated, usually from 57.5 µM), inactives show at the highest dose activity change, negative = inhibition, hits mostly inhibitors
Target sequence (Q27686 whole entry, looked up): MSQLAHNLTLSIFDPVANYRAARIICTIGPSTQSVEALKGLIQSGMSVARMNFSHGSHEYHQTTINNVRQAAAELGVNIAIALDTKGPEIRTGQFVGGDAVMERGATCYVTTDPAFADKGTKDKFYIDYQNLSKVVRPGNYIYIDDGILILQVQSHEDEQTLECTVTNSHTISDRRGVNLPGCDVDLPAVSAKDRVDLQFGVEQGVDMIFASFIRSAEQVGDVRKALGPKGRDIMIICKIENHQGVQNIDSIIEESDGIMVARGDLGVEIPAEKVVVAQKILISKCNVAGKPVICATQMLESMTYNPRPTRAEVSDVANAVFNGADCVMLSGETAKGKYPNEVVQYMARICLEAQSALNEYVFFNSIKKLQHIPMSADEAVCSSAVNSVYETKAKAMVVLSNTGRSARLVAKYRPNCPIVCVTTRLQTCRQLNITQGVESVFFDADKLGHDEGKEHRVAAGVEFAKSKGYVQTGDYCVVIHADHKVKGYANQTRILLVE
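qHTS format; LmPK 0.1 nM; substrates PEP 0.5 mM and ADP 0.1 mM. One-hour room-temperature incubation, then coupled luciferase luminescence; 0.5 nM enzyme wells mark activation.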
Pf growth 96h – Primary qHTS for delayed death inhibitors of the malarial parasite plastid, 96 hour incubation; P. falciparum luciferase reporter growth, 96 h; Potency, µM (highest dose often 28.7 µM), for the others: top-dose activity change, negative = inhibition, actives largely listed as inhibitors; 320,000 tested, 6.9% active; AID 504834, 2011
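Erythrocytes infected with luciferase-expressing P. falciparum were dispensed at 2% hematocrit and 0.05% parasitemia (final), then incubated with compounds 96 hours at 37 C in 5% CO2. Luminescence after detection reagent addition reported growth.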
Pf growth 48h – Primary qHTS for delayed death inhibitors of the malarial parasite plastid, 48 hour incubation; P. falciparum luciferase growth in erythrocytes, 48 h; Potency, µM (highest dose often 28.7 µM), without a hit: top-dose activity change, negative = inhibition, most hits filed as inhibitors; 310,000 tested, 5.9% active
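Erythrocytes infected with P. falciparum carrying an integrated firefly luciferase reporter (2% hematocrit, 0.1% parasitemia final) were exposed to compounds in RPMI 1640 with 0.5% Albumax at 37 C, 5% CO2. Growth inhibition was scored as reduced luminescence.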
Starred values were filed as active, the others as inactive; ? = inconclusive; . = not tested or not shown; [ ] = another dose, or the depositor's remark. The call rests on the fitted dose curve; in most records, active means well fitted curve in the direction sought with a large enough effect; inconclusive means small, poorly fitted or top-dose-only effect, or another doubt; inactive means no such curve, though single readings can be large; an effect the other way counts as inactive or inconclusive. On the % scale 0 is the no-effect control and ±100 the full control effect; potency means the concentration at half of the fitted maximal effect. An unsorted share of the library; about 16% have a hit in one of these screens.

SMILES	Tb PYK inh	Sm TGR block	HCV inh	LmPK inh	Pf growth 96h	Pf growth 48h
Cc1cccc(C)c1OCCCCCNCCO	3%	-15%	4%	10%	?	.
O=C(NCc1cccnc1)c1cccnc1-c1nc2ccccc2s1	-5%	-4%	-14%	1%	?	.
COC(=O)CCCC1=CC2=C(c3ccccc3)C(=O)C(C)(OC(=O)C3CCCC3)C(=O)C2=CN1CCCCO (configuration not stated)	-3%	41%[activator]	18%	-8%[11.5 µM]	?	?
COc1cccc(N2CCN(S(=O)(=O)c3ccc4c(c3)CC(C)N4C(=O)C3CC3)CC2)c1 (configuration not stated)	-13%	8%	-18%	0%	?	-26%
O=C(N1CCOCC1)N1CCC(n2nnc3cc(F)ccc32)CC1	-4%	-15%	17%	1%	10µM*	-14%
CC1(C)CC(=O)C(C=NC2CCCCC2)=C(O)C1	-7%	6%	9%	-2%	-2%	18%
Cc1c(Cl)c(=O)n2c(=O)c(Cl)c(C)n12	0%	?	4%	4%	40%[activator]	-9%
Cc1ccc(C(=O)Nc2ccccc2C(=O)NCC2CCCO2)cc1 (configuration not stated)	2%	8%	-7%	-4%	119%[activator]	?
COCC(=O)Nc1ccc(S(=O)(=O)Nc2ncccn2)cc1	.	-5%	.	0%	37%[activator]	.
CCC(C)Nc1nc2c(c(=O)[nH]c(=O)n2C)n1CCOc1ccccc1 (configuration not stated)	7%	6%	-6%	6%	?	?
COc1ccc(/C=C2\C(=O)ON=C2c2ccccc2)cc1	-25%	?	9%	0%	14%	.
Cc1ccc(C)c(Cn2c3ccccc3c3cnn(CC(=O)NCc4ccccn4)c(=O)c32)c1	-3%	-6%	11%	-1%	12µM*	?
CN1C(=O)C(C)(C)c2cc(S(=O)(=O)N3CCN(c4ccc(F)cc4)CC3)ccc21	1%	2%	?	2%	?	?
C/C(N)=C(/C#N)C(=O)CSc1ncnc2ccccc12	4%	1%	0%	-3%	-18%	9%
CCOC(=O)CNC(=O)CSP(=S)(OCC)OCC	.	1%	10%	1%	105%[activator]	.
CCC(C)NC(=O)CN(C1CCCCC1)S(C)(=O)=O (configuration not stated)	-7%	7%	?	2%	0%	18%[5.75 µM]
COc1ccc(-c2cnc(N)n2CC2CCCO2)cc1 (configuration not stated)	-5%	-4%	-4%	-10%	.	?
Cn1cnc(S(=O)(=O)N2CCc3ccccc32)c1	6%	0%	4%	5%	.	.
O=C(CNC(=O)c1ccccc1)NCCc1ccc(O)c(O)c1	.	3.2µM*	.	3%	-5%	?
Cc1ccccc1-n1ncc2c1CC(C)(C)CC2NC(=O)CCCN1CCCC1=O (configuration not stated)	-6%	4%	1%	0%	-9%	0%

Grouped by structure: the compounds so far with a halogen.
SMILES	Tb PYK inh	Sm TGR block	HCV inh	LmPK inh	Pf growth 96h	Pf growth 48h
O=C(N1CCOCC1)N1CCC(n2nnc3cc(F)ccc32)CC1	-4%	-15%	17%	1%	10µM*	-14%
Cc1c(Cl)c(=O)n2c(=O)c(Cl)c(C)n12	0%	?	4%	4%	40%[activator]	-9%
CN1C(=O)C(C)(C)c2cc(S(=O)(=O)N3CCN(c4ccc(F)cc4)CC3)ccc21	1%	2%	?	2%	?	?

(further entries)
SMILES	Tb PYK inh	Sm TGR block	HCV inh	LmPK inh	Pf growth 96h	Pf growth 48h
O=S(=O)(c1ccc(Cl)nc1)N1CCc2ccccc21	2%	26%	16%	1%	12%	-11%
CC(C)(C)NC(=S)NCc1cccnc1	25%	0%	15%	-1%	126%[activator]	33%[activator]
COc1ccc(C(=O)O/N=C(\N)c2ccc(OC)c(OC)c2)c(OC)c1	-10%	-2%	13µM*	-2%	-9%	75%[activator]
CC1CCCc2sc3nc(NCc4ccco4)n4ncnc4c3c21 (configuration not stated)	3%	?	?	-1%	-2%	?
CCc1nnc(NC(=O)c2ccc3nc(CC)c(CC)nc3c2)s1	2%	-3%	?	0%	36%[activator]	0%
O=C(N/N=C/c1ccc[nH]1)c1cc2ccccc2cc1O	3%	?	?	6%	1%	?
Cc1ccc(Cl)cc1N1CCN(S(=O)(=O)c2ccc3c(c2)OCCO3)CC1	-7%	7%	?	0%	-2%	7%
O=C(Nc1cccnc1)Nc1ccc(F)c(Cl)c1	-13%	21%	-26%	-4%	18%	?
Cc1cc(OCC(=O)Nc2ccc3oc(-c4ccncc4)nc3c2)ccc1Cl	.	0%	-15%	3%	2%	7%
COc1ccc(S(=O)(=O)n2cnc3ccccc32)cc1	3%	40%[activator]	24%	9%	0%	?
Cc1ccc(C)c(-c2nnc(NC(=O)Cc3ccccc3)o2)c1	-10%	-11%	21%	-8%	?	-5%
Cc1ncc(CN2CCC(CO)(CCc3ccccc3)CC2)s1	2%	-4%	-9%	0%	?	?
Cc1ccc2c(c1)N(C(=O)CCC(=O)NCCCN(C)Cc1ccccc1)CCO2	0%	0%	2%	-1%	-6%	13%
CCCC(=O)NC(Nc1ccccc1OC)C(Cl)(Cl)Cl (configuration not stated)	1%	0%	5%	3%	27%	-11%
CC(C)Oc1ccc(CCC(=O)NNC(=O)c2ccccc2C(=O)O)cc1	-8%	-1%	-13%	3%	47%[activator]	-19%
COc1ccc(NC(=O)CSc2nnc(C3CCCCC3)n2N)c(OC)c1	-6%	-6%	14%	11%	9%	6%
CC1CCN(C(=O)CSc2nc(C3CC3)nc3ccccc23)CC1	1%	9%	?	0%	16%	-23%
COC(=O)c1scc(C)c1NC(=O)C1CCCCC1	1%	11%	-8%	3%	15%	5%
NS(=O)(=O)c1ccc(CCNC(=O)CCCn2c(=O)[nH]c3ccc(Br)cc3c2=O)cc1	3%	3%	5%	2%	110%[activator]	?
CCN(C(=O)c1ccc(S(=O)(=O)N2CCCC2)cc1)C1CCS(=O)(=O)C1 (configuration not stated)	-8%	-3%	7%	.	21%	10%
O=C(Nc1ccc2c(c1)OCCO2)c1cc2sccc2n1Cc1ccc(F)cc1	-9%	2%	?	0%	10µM*	?
CC(=O)N1CC=CC1(CC(C)C)C(=O)NCCc1c[nH]c2ccccc12 (configuration not stated)	-15%	-13%	-4%	0%	-18%	-14%
CCC(C)C(NS(=O)(=O)c1ccc(C)cc1)C(=O)N1CCOCCOCCOCC1 (configuration not stated)	5%	-3%	8%	2%	-13%	1%
COC(=O)c1cc(OC)c(OC)cc1NC(=O)CCCCCN1C(=O)CCC1=O	9%	-18%	?	-1%	.	-11%
Cc1ccc(CNC(=O)c2ccc(CS(=O)(=O)c3ccccc3)o2)cc1	1%	-14%	-28%	-2%	4.7µM*	8%
CCCC(=O)Nc1ccc2nc(SCC(=O)Nc3ccc(N4CCOCC4)c(Cl)c3)sc2c1	-2%	8%	?	-1%	?	?
O=C(NCc1ccc(Cl)cc1)c1cc([N+](=O)[O-])ccc1Cl	4%	.	7%	-2%	1%	-5%
N#Cc1ccc(NC(=O)N2CCC(c3nc4c(nnn4Cc4cccc(Cl)c4)c(=O)[nH]3)CC2)cc1	-8%	-26%	1%	1%	7.4µM*	?
CN(CC(=O)Nc1ccccc1Br)C(=O)CNC(=O)c1ccco1	2%	-2%	22%	.	5%	25%
O=C(CCCOc1ccc(Cl)cc1Cl)NN1CCOCC1	0%	-3%	-7%	9%	0%	15%
COc1ccccc1CNC(=O)c1cccc(C)c1[N+](=O)[O-]	29%	2%	7%	4%	115%[activator]	1%
COC(=O)CSc1nc2cc(C)cc(C)c2cc1C#N	7%	1%	20%	-6%	0%	65%[activator]
O=C(CSc1nc2ccccc2nc1N1CCCCC1)N1CCN(c2ccccc2)CC1	-1%	5%	-18%	-1%	44%	?
O=C(CSc1nnc(-c2ccccn2)n1-c1ccc(Cl)cc1)Nc1ccc2c(c1)OCO2	-16%	-15%	?	3%	.	5%
O=C(c1ccccc1)c1cn[nH]c1-c1ccccc1O	-7%	12%	-12%	0%	67%[activator]	17%
CCN(CC)CC#CCOC(=O)C(O)(c1ccccc1)C1CCCCC1 (configuration not stated)	-5%	-31%	9%[8.37 µM]	2%	?	?
CCOC(=O)C(Cc1ccccc1)C(=O)c1ccco1 (configuration not stated)	-6%	-31%	5%	.	14%	?
Cc1[nH]n(-c2ccc(Cl)c(Cl)c2)c(=O)c1CCO	4%	-9%	3%	-3%	?	?
CC1CCCN(S(=O)(=O)c2cccc3nonc23)C1 (configuration not stated)	-4%	-4%	-6%	1%	13%	-5%
O=C1CC(c2ccccc2)N1c1ccccc1 (configuration not stated)	-5%	-3%	11%	0%	0%	5%

Compound profiles, as listed above. Order of screens: Tb PYK inh, Sm TGR block, HCV inh, LmPK inh, Pf growth 96h, Pf growth 48h
`CN(CC(=O)Nc1ccccc1Br)C(=O)CNC(=O)c1ccco1` across the screens: 2%, -2%, 22%, ., 5%, 25%
`O=C(Nc1ccc2c(c1)OCCO2)c1cc2sccc2n1Cc1ccc(F)cc1` across the screens: -9%, 2%, ?, 0%, 10µM*, ?
`O=C1CC(c2ccccc2)N1c1ccccc1` (configuration not stated) across the screens: -5%, -3%, 11%, 0%, 0%, 5%
`Cc1[nH]n(-c2ccc(Cl)c(Cl)c2)c(=O)c1CCO` across the screens: 4%, -9%, 3%, -3%, ?, ?

(listing goes on)
SMILES	Tb PYK inh	Sm TGR block	HCV inh	LmPK inh	Pf growth 96h	Pf growth 48h
O=C(COC(=O)c1cccc(S(=O)(=O)N2CCc3ccccc32)c1)NCc1ccco1	-4%	-30%	15%	6%	14%	3%
Clc1ncc(CN2CCN(c3ccccc3)CC2)s1	-15%	-12%	?	0%	7%	12%
Cc1cc(C(=O)N2CCC(Cc3ccccc3)CC2)c(C)o1	1%	-33%	-9%	-5%	19%	?
Cc1onc(-c2ccccc2Cl)c1C(=O)N(Cc1ccccc1)C(C)C	16%	-11%	-2%	1%	21%	-24%
O=C(O)CCNS(=O)(=O)c1ccc(Oc2ccccc2)cc1	3%	3%	12%	3%	19%	-5%
CCOC(=O)C1=NN(C(=O)c2ccccc2)C(O)(c2ccc(C)cc2)C1 (configuration not stated)	4%	5%	23%	0%	-1%	5%
O=C1N2CCSC2=NC1(NS(=O)(=O)c1ccccc1)C(F)(F)F (configuration not stated)	-3%	3%	7%	0%	1µM*	-12%
O=C(NCC1CCCO1)C(c1ccncc1)N(Cc1cccs1)C(=O)CN1C(=O)c2ccccc2S1(=O)=O (configuration not stated)	2%	-24%	10%	8%	17%	45%[activator]
Cc1cc(C)n(CCOC(=O)c2sc3ccccc3c2Cl)n1	-21%	5%	11%	8%	-3%	31%
Cn1c(C(=O)NCCCN2CCCCCC2)cc2c(=O)n(C)c3ccccc3c21	-2%	?	-24%	-1%	?	3.3µM*
CCN1C(=NCCOC)N[C@@H](c2ccccc2)[C@H](C(=O)OC)[C@H]1C	-3%	-10%	12%	-1%	8%	36%[activator]
O=C(c1cccnc1Cl)N1CCOCC1	-1%	-3%	14%	9%[11.5 µM]	32%[activator]	5%
Cn1nnc2cc(C(=O)NC3CC3)ccc21	-5%	0%	17%	-3%	.	39%[activator]
O=C(NCc1ccncc1)Nc1cc(Cl)ccc1Cl	1%	-6%	3%	5%	56%[activator]	-28%
Cc1ccc(NC(=O)N(Cc2cc3cc(C)cc(C)c3[nH]c2=O)CC2COCCO2)cc1 (configuration not stated)	-10%	-9%	?	6%	?	10%
CCn1c(=O)c2ccccc2n2c(SCC(=O)N3CCc4ccccc4C3)nnc12	1%	-14%	-6%	8%	?	18%
